S3 lipid droplet: qHTS Assay for Lipid Storage Modulators in Drosophila S3 Cells; lipid storage change, negative = inhibition, % at the top dose, mostly 46.1 µM; hits show Potency in µM; 320,000 compounds, 0.64% hits; AID 2685; Drosophila S3 cells, BODIPY lipid droplet fluorescence, 18-24 h; cells fed with added oleic acid; active = well fitted inhibition curve with a large enough effect in the signal ratio, with a control signal flat, not every such curve was filed as active; inconclusive = small, poorly fitted or top-dose-only effect, or effect the other way, or a change in a side signal; the % refers to the signal ratio
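Laser-scanning cytometry quantifies lipid droplet accumulation (500–530 nm total intensity; droplet/cell object ratio) in oleic acid-fed (400 uM added) Drosophila S3 cells treated with a concentration series. 20 uM Triacsin C defined 100% inhibition.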
S3 lipid droplet cell count max: recorded beside S3 lipid droplet, whose call it bears; cell number change, %; measured here: cell count max response;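 cells counted by Cell Tracker Red CMTPX staining in the red channel; peak over a dose series mostly up to 46.1 µM; percent activity relative to internal control wells on each plate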
The depositor's hits bear a star; i = inactive; ? = inconclusive; . = no result given; [ ] = dose if it differs, or a comment. % is set by controls: 0 for no effect and ±100 for the full control effect; potency is the fitted concentration of half-maximal effect. Only part of the results is shown, so the mix of outcomes need not match the whole.

SMILES	S3 lipid droplet	S3 lipid droplet cell count max
COc1ccc(NC(=O)c2cc3c(CO)cnc(C)c3oc2=Nc2cccc(F)c2)c(OC)c1	?	.
CCCCNC(=O)N(O)C1N(/N=C/c2cccnc2)C(=S)SC1(C)C (centres undefined)	?	.
Cc1ccc(C2=[N+]([O-])C(C)N(O)C2(C)C)o1 (centres undefined)	?	.
CCCCCN(C(=O)CCC(=O)OCC(=O)NCc1cccc(OC)c1)c1c(N)n(CCCC)c(=O)[nH]c1=O	?	.
COc1cc(C(=O)NCc2ccco2)cc(OC)c1OC	11%	0
O=C(CCn1nnc2ccccc2c1=O)N[C@@H](Cc1c[nH]c2ccccc12)C(=O)O	?	.
Cc1cccc(C)c1NC(=O)CNC(=O)CCCc1c[nH]c2ccccc12	?	.
CCCC1Cc2c(sc3nc(SC)nc(N)c23)CO1 (centres undefined)	?	.
CN(C(=O)CSc1n[nH]c(-c2cccs2)n1)C1CCS(=O)(=O)C1 (centres undefined)	-1%	0
COCCCNC(=O)c1cn(CCOC)c(=O)c2c1c1ccccc1n2C	?	.
CCCOc1ccc(C(=O)NNC(=S)NC(C)=O)cc1	-16%	-21
CC(C1CC1)N(Cc1ccccc1)C(=O)NC(=O)c1ccccc1 (centres undefined)	?	.
Cc1nc(-c2ccc(F)cc2)c(CC(=O)N2CCN(S(=O)(=O)c3cccc(Cl)c3)CC2)s1	?	.
CCOC(=O)c1c(NC(=S)Nc2cccnc2)sc(C)c1C	3%	-4
COc1ccc(/C(=N/Nc2ncnc3ccccc23)C(=O)O)cc1	?	.
CCn1c(-c2ccoc2C)n[nH]c1=S	?	.
CC1(C)CC(=O)C(C=NCCc2ccc(S(N)(=O)=O)cc2)=C(O)C1	-2%	13
CC1S/C(=C(\C#N)C(N)=O)N(c2ccc(F)cc2)C1=O (centres undefined)	?	.
O=C(NCc1ccc2c(c1)OCO2)C(=O)NCC1OCCN1S(=O)(=O)c1ccc(F)cc1 (centres undefined)	3%	-2
Cc1ccc(SC(=O)COc2ccc(C)c(C)c2)cc1	-3%	-11
CC(=O)c1cc2c(cc1NC(=O)CCc1ccccc1)OCO2	?	.
CSc1ccc(/C=C(\C#N)C(=O)Nc2cccc(C)c2)cc1	?	.
CCCNC(=O)c1ccc(N2CCC3(CC2)CC(c2ccccc2)=NO3)c(NC(=O)c2cccc(OC)c2)c1	?	.
CCCCCOc1ccc(C(=O)Nc2ccc(S(=O)(=O)Nc3cc(C)on3)cc2)cc1	?	.
C/C(=N\NC(=O)c1ccc(CN2CCOCC2)cc1)c1ccc([N+](=O)[O-])cc1	5%	-3

An excerpt of these results, field by field:
CC(C1CC1)N(Cc1ccccc1)C(=O)NC(=O)c1ccccc1 (centres undefined)
  S3 lipid droplet = ?; S3 lipid droplet cell count max = .
Cc1nc(-c2ccc(F)cc2)c(CC(=O)N2CCN(S(=O)(=O)c3cccc(Cl)c3)CC2)s1
  S3 lipid droplet = ?; S3 lipid droplet cell count max = .
CCOC(=O)c1c(NC(=S)Nc2cccnc2)sc(C)c1C
  S3 lipid droplet = 3%; S3 lipid droplet cell count max = -4

Going on with the list:
SMILES	S3 lipid droplet	S3 lipid droplet cell count max
COC(=O)C1CCN(C(=O)C2CCN(C(=O)[C@@H](NS(=O)(=O)c3ccc(C)cc3)C(C)C)CC2)CC1	5%	8
Cc1ccc(-n2c(SCC(=O)NC3CCS(=O)(=O)C3)nc3ccccc3c2=O)cc1 (centres undefined)	?	.
CC(=O)Nc1ccc(S(=O)(=O)N(C)c2ccc(OCC(=O)OCC(=O)N3CCCCC3)cc2)cc1	11%	.
COc1ccc(N2C(=O)[C@@H]3[C@H](C2=O)[C@H]2c4ccccc4C=CN2[C@@H]3C(=O)Nc2ccccc2)cc1	?	.
COc1ccc(C2c3sc(=O)[nH]c3SC3C(=O)N(c4ccccc4)C(=O)C32)cc1 (centres undefined)	?	.
O=C(NCc1ccc(Cl)cc1)c1cc(S(=O)(=O)N2CCCCC2)c[nH]1	?	.
COc1ccc(N2C(=O)C(CN3CCCCC3)C2c2ccccc2)cc1 (centres undefined)	2%	.
O=c1c([N+](=O)[O-])c(NCCN2CCCCCC2)c2ccccc2n1-c1ccccc1	?	.
C=C1CCN(C(C(=O)OC)C(C)C)S(=O)(=O)c2ccccc21 (centres undefined)	-2%	0
CCOC(=O)c1sc2nc(C3CC3)cc(-c3ccc(F)cc3)c2c1N	?	.
CC1(C)Cc2c(c(N3CCOCC3)nc3sc4c(NN)ncnc4c23)CS1	?	.
Cc1ccc(NC(=O)Cn2nc(-c3ccccc3Cl)ccc2=O)c(Br)c1	2%	10
CC1CCCN(Cc2nc(Cc3ccccc3Cl)no2)C1 (centres undefined)	8%	-8
COC(OC)c1ccnc(-c2ccc(OC(C)=O)cc2)n1	?	.
O=C(CCNC(=O)c1ccc(Br)cc1)NCc1ccncc1	2%[0.0737 µM]	5
Cc1cc(C(=O)CCl)c(C)n1CCc1ccccc1	?	.
COC(=O)c1cc(OC)c(OC)cc1NC(=O)c1cnccn1	?	.
Cc1ccccc1-n1c(C)nnc1SCc1cc(=O)oc2ccc3ccccc3c12	23%	9
Cc1cc(C)nc(NC(=S)Nc2cccc(Cl)c2Cl)c1	0%	-10
O=C(COC(=O)c1ccc(O)cc1O)Nc1ncc(Cl)cc1Cl	10%	3
CC(C)N1CCc2c(sc(NC(=O)c3ccc4ccccc4c3)c2C(N)=O)C1	?	.
Cn1c(=O)c2c(ncn2CC(=O)OCC(=O)c2ccc(Cl)cc2)n(C)c1=O	?	.
CC(C)(C)c1ccc(OC(=O)c2ccccc2)cc1	?	.
COc1ccc(S(=O)(=O)N(C)c2ccc(C(=O)N3CCC(C(N)=O)CC3)cc2)cc1	2%	-15
O=C(CSc1nnc2c(n1)[nH]c1ccccc12)Nc1ccc2c(c1)OCO2	?	.

Some of the entries so far, field by field:
compound: COC(=O)c1cc(OC)c(OC)cc1NC(=O)c1cnccn1
  S3 lipid droplet = ? | S3 lipid droplet cell count max = .

compound: CC(C)N1CCc2c(sc(NC(=O)c3ccc4ccccc4c3)c2C(N)=O)C1
  S3 lipid droplet = ? | S3 lipid droplet cell count max = .

compound: O=C(CSc1nnc2c(n1)[nH]c1ccccc12)Nc1ccc2c(c1)OCO2
  S3 lipid droplet = ? | S3 lipid droplet cell count max = .

compound: O=C(CCNC(=O)c1ccc(Br)cc1)NCc1ccncc1
  S3 lipid droplet = 2%[0.0737 µM] | S3 lipid droplet cell count max = 5

Carrying on:
SMILES	S3 lipid droplet	S3 lipid droplet cell count max
CN1CCN(c2ccc(Cl)cc2NS(=O)(=O)c2ccccc2Cl)CC1	14%	14
CC(NS(=O)(=O)c1cccc(C(=O)NCc2ccncc2)c1)c1ccccc1 (centres undefined)	5%	1
COC(=O)c1ccc(CSc2nc3ccc(C)cc3[nH]2)o1	?	.
COCCn1c(N)c(N(Cc2ccccc2)C(=O)C2CCCC2)c(=O)[nH]c1=O	1%	7
COC(=O)c1cn(C)c2ccc(S(=O)(=O)N3CCOCC3)cc2c1=O	?	.
COc1ccc(S(N)(=O)=O)cc1C(=O)OCCCOc1ccc(F)cc1	13%	19
CCOc1cc(S(=O)(=O)NCc2ccc(OC)cc2)c(OCC)cc1-n1cnnn1	?	.
COc1ccc(-c2nc3ccccc3c(=O)n2CCOc2cc(C)ccc2C)cc1	?	.
CC(=O)c1ccc(NC(=O)CN2CCN(CC(=O)Nc3ccc(C(C)=O)cc3)CC2)cc1	?	.
CCCCNC(=O)COC(=O)CCC(=O)c1cccs1	4%	1
Cc1ccc(C)c(NC(=O)C[n+]2ccccc2)c1	?	.
Cc1ccccc1-n1nnnc1SCc1csc(-c2ccccc2)n1	i	.
CCOC(=O)Cn1c(=O)oc2cc(S(=O)(=O)N3CCN(C(=O)OCC)CC3)ccc21	-13%	17
Cc1sc2nc(CSCC(=O)Nc3c(F)cccc3F)[nH]c(=O)c2c1C	?	.
CCc1cccc(CC)c1NC(=O)C(CC)Sc1nc2ccncc2[nH]1 (centres undefined)	i	7
CCOc1ccccc1C1CC(c2ccccc2)Nc2nc(N)nn21 (centres undefined)	5%[9.22 µM]	.
O=C(CSc1nnc2scc(-c3ccccc3)n12)N1CCCc2ccccc21	i	28
O=c1[nH]cnc2sc3c(c12)CN(Cc1ccccc1)CC3	i	11
N=C(N)SCc1ccc(Cl)cc1Cl	?	.
Cc1ccc(-c2nc(CSCC(=O)NCc3cccnc3)c(C)o2)cc1	-2%	16
NS(=O)(=O)c1ccc(CCNC(=O)CN2CCCCCC2)cc1	?	.
COCc1nnc(SCC(=O)NCc2ccccc2)n1-c1ccccc1	?	.
COCCCNC(=O)CN(CCc1ccccc1)S(=O)(=O)c1ccc(OC)cc1	20%	1
O=C(C1=C[C@H](c2ccc3c(c2)OCO3)C[C@H](OCc2ccc(CO)cc2)O1)N1CCCCCCC1	15%	-10
CCN(CCCNC(=O)C1c2ccccc2C(=O)N(CCOC)C1c1ccc(F)cc1)Cc1ccccc1 (centres undefined)	?	.
Continued.
SMILES	S3 lipid droplet	S3 lipid droplet cell count max
C/C(=N\Nc1ncc(Br)cn1)c1cccc([N+](=O)[O-])c1	i	32
CCOc1ccc(-c2ccc(SCC(=O)Nc3nnc(C)s3)nn2)cc1	-2%	2
CCOC(=O)c1c(C)c(C(=O)Nc2ccc3c(c2)OCO3)c(C)n1C	-18%	-3
Clc1ccc(Nc2ncn[nH]2)c(Cl)c1	?	.
COc1ccc(C[C@H]2CN3C(=NC[C@H]3C)N2CCNC(=O)c2ccc(C)c(Br)c2)cc1	4%	4
COc1c(F)c(F)cc2c(=O)c(C(=O)O)cn(C3CC3)c12	2%	.
Cc1ccc(-n2c(SCc3ccc([N+](=O)[O-])cc3)nc3ccccc3c2=O)cc1	?	.
O=C(CNC(=O)C12CC3CC(CC(C3)C1)C2)N/N=C\c1ccco1	-5%	9
Nc1ccc(-c2nc3cc(N)ccc3o2)cc1	9%	-3
O=C(COC(=O)c1nsc(Cl)c1Cl)NC1CCCCC1	?	.
Oc1c(Br)cc(C2N=C(c3ccccc3Cl)NO2)cc1Br (centres undefined)	0%	4
CN(C)CCNC(=O)c1cc2sc3ccccc3c2s1	9%	5
CCCCN(C)CCNC(=O)c1cc2cc3ccc(OC)cc3nc2o1	-2%	0
COc1ccccc1C(=O)NCCC(=O)N(C)Cc1cccnc1	?	.
COc1cc(C2Nn3c(nnc3-c3ccccc3OC)S2)ccc1O (centres undefined)	-1%	-14
CC(C)c1nnc(NC(=O)C2CCN(c3cnccn3)CC2)s1	?	.
CSc1ccccc1C(=O)Nc1nccs1	1%	10
Cc1c(Cl)cccc1NC(=O)CCN1CCOCC1	?	.
CS(=O)(=O)c1ccc2nc(NC(=O)c3ccc(NS(=O)(=O)c4ccc(F)c(F)c4)cc3)sc2c1	?	.
Cc1cc(C)c(-c2csc(NC(=O)C3=COCCO3)n2)c(C)c1	26%	.
Cc1oc(-c2ccccc2Cl)nc1CN(Cc1ccccn1)C[C@@H]1CCC(=O)N1	11%	13
CC(C)(C)c1cc(CCC(=O)NCc2cccnc2)cc(C(C)(C)C)c1O	?	.
Cc1cccc(Cn2c(N3CCCCC3C)nc3c2c(=O)[nH]c(=O)n3C)c1 (centres undefined)	9%	10
OCCCNc1ncnc2c1cnn2-c1ccc(Cl)cc1	3%	2
COc1ccc(CCNC(=S)NC(=O)c2cccc([N+](=O)[O-])c2)cc1OC	?	.
Going on with the list:
SMILES	S3 lipid droplet	S3 lipid droplet cell count max
CC(=O)N1CCN(CC(=O)Nc2ccc(Cl)c(S(=O)(=O)N(C)C)c2)CC1	14%	2
Cc1ccc(OCCCC(=O)Nc2nc3ccccc3[nH]2)cc1	?	.
Cc1onc(-c2ccccc2Cl)c1C(=O)Nc1ccc2c(c1)OCO2	-9%	-18
Cc1ccc2sc(N3CCN(C(=O)C4=COCCO4)CC3)nc2c1C	?	.
Cc1cc(NC(=O)Nc2cccc(C)c2C)no1	?	.
COCCNC(=O)c1cc2c(-c3ccc(Cl)cc3)nn(C)c2s1	?	.
COc1ccccc1Oc1coc2c(CN(C)C)c(O)ccc2c1=O	7%	-1
Cc1nnc(SCc2ccc(C(=O)Nc3cc(Cl)ccc3C)cc2)s1	?	.
COc1cc(S(=O)(=O)NCC2CCCO2)c(OC)cc1Cl (centres undefined)	?	.
CCCCC(O)(CCCC)C(=O)NN(C(=O)OC)c1ccc(C)cc1	?	.
CNC(=O)c1nnc(Cc2ccc(F)cc2)o1	1%[9.22 µM]	6
CCOC(=O)N1CCN(C(=O)COC(=O)CNC(=O)c2ccc(C)cc2)CC1	i	-6
CSc1ccccc1NC(=S)Nc1cccc(C(F)(F)F)c1	i	.
CC(=O)N(/N=C1\Sc2ccccc2C1=O)c1ccccc1C	?	.
C=CCn1c(SCC(=O)N2CCOCC2)nc2sc(C)c(C)c2c1=O	?	.
CCc1ccc(S(=O)(=O)c2n[nH]n3c2nc(=O)c2ccccc23)cc1	0%	-6
O=C(NN1CCCCC1)c1cnn2c(C(F)F)cc(-c3ccccc3)nc12	11%	6
Cc1cc(=O)[nH]c(SCC(=O)Nc2ccc(Cl)cn2)n1	?	.
OC[C@@H](O)[C@@H](O)[C@H](O)[C@H](O)CO	?	.
Cc1ccc(CN(CC(=O)NC2CCCCC2)C(=O)c2csnn2)cc1	?	.
O=C1CCCC(O)=C1N=Nc1ccc(C(=O)O)cc1	-9%	12
COc1ccc([C@@H]2CC=C(C(=O)O)[C@H](c3ccc(Cl)cc3)N2S(=O)(=O)c2ccccc2C)cc1	?	.
CCOc1ccc(NC(=O)C(C)NS(=O)(=O)c2ccc(NC(C)=O)cc2)cc1 (centres undefined)	-20%	-10
